Screens from PubChem.
L major viab: inhibitors of Leishmania major promastigote growth. Leishmania major promastigotes, resazurin fluorescence viability. AID 1063. actives 9% (n = 200,000). inhibition, % at 10 µM; in the data active = inhibition above about 50%;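 also: promastigotes grown with compound for 44 hours at 28 °C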
SRC2 TRFRET art: counter-screen for PPARgamma SRC-2 recruitment agonists: TR-FRET artefact; hits give high values; TR-FRET ratio at 8 µM; actives 0.4% (n = 200,000); in the data active = TR-FRET ratio above about 2000; also: inactives centre near 1500; reference of the scale not given here
Redox H2O2 prof: compounds producing H2O2 with reducing agent – biochemical, NIH compound library profiling, artefact control for MLSCN library redox annotation, primary screen | AID 878 | DTT-dependent redox cycling H2O2, phenol red/HRP absorbance; 100% = 100 µM peroxide control, 0% = buffer | actives 0.03% (n = 200,000) | activation, % at 10 µM;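 active = activation of at least 50% relative to the plate's high and low controls in the primary single-dose screen; inactive = activation below 50%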;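 also: compound incubated with DTT at 0.8 mM final as the reducing agent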
bIAP act: increases bovine intestinal alkaline phosphatase activity. purified bovine IAP, CDP-star luminescence, 30 min; hits give high values; fold of DMSO-control signal, blank-subtracted. activation factor at 20 µM. actives 0.17% (n = 200,000);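 active = activation factor of 2 or more at 20 µM, a signal rise over negative controls twice the positive control's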
ROMK mod: modulates human ROMK potassium channel activity; B-score at 10 µM; Tet-inducible ROMK, thallium flux fluorescence; actives lie on both sides; actives 2% (n = 130,000); P48048;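 active = signal ratio slope over the read window, or its plate-corrected B-score, at least 3 SD from the plate mean, either direction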;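 also: B-score of the F/F0 ratio slope over 7 to 12 s after thallium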
PPARg SRC-1 ag: PPARgamma-driven SRC-1 recruitment agonism; P37231; PPARgamma-SRC-1 coactivator recruitment biochemical assay; activation, % at 8 µM; actives 0.41% (n = 200,000); in the data active = activation above about 19%;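 also: 0% = DMSO and 100% = reference agonist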
PPARg SRC-2 ag: agonists of SRC-2 recruitment by human PPARgamma; P37231; PPARgamma LBD-SRC-2 recruitment, biochemical; activation, % at 8 µM; actives 0.34% (n = 200,000); AID 1032; in the data active = activation above about 22%;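 also: 0% = vehicle and 100% = reference agonist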
PPARg SRC-3 ag: promotes SRC-3 coactivator recruitment by human PPARgamma | P37231 | biochemical PPARgamma/SRC-3 coactivator recruitment assay | activation, % at 8 µM | actives 0.26% (n = 200,000); in the data active = activation above about 23%;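 also: 0% = DMSO and 100% = reference agonist; some compounds past the cut are filed as inactive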
TLR4 MyD88 comp: TLR4-MyD88 interaction inhibition in cells | HeLa CL3-4 TLR4/MyD88 BLA complementation, FRET ratio | AID 861 | inhibition, % at 8.4 µM | actives 0.18% (n = 200,000) | O00206+Q99836; in the data active = inhibition above about 25%;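 also: 0% = vehicle and 100% = reference inhibitor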
Target sequence (O00206 whole entry, looked up): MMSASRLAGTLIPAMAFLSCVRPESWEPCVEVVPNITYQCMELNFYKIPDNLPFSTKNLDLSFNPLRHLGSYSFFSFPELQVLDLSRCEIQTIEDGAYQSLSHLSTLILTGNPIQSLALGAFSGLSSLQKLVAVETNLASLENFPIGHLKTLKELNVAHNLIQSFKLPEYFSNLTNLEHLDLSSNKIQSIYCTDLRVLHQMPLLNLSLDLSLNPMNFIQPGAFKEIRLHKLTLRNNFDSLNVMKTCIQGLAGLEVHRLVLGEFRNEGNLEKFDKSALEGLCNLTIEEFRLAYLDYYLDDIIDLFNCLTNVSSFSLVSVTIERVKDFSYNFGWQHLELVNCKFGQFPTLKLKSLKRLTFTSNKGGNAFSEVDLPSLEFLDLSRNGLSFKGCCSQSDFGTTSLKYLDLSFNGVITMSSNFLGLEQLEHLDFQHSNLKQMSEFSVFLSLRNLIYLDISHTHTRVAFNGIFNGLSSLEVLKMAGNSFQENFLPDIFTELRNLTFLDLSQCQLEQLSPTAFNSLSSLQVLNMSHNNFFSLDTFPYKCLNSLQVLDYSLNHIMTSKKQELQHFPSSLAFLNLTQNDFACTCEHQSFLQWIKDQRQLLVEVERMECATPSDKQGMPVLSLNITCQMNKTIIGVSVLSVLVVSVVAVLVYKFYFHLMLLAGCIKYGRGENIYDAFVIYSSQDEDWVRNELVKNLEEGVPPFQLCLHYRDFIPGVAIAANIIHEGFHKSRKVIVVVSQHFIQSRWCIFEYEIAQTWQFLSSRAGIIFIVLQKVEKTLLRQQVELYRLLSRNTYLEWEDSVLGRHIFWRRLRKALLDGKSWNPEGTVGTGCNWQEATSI
Target sequence (Q99836 whole entry, looked up): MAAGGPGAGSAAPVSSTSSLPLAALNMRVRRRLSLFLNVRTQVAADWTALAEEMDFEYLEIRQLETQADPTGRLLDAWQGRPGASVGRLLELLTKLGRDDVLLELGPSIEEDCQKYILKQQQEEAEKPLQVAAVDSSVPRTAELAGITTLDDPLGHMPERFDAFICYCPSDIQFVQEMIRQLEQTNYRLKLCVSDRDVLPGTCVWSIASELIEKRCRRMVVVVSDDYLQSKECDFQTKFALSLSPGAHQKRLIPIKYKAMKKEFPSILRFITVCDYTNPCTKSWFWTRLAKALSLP
bIAP inh: intestinal alkaline phosphatase (bovine) inhibition; purified bovine IAP, CDP-star luminescence, 30 min; inhibition, % at 20 µM; 190,000 tested, under 10 active; AID 1019;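 active = over 50% inhibition of intestinal alkaline phosphatase at 20 µM in the single-dose screen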
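System: Purified bovine intestinal alkaline phosphatase (IAP) enzyme | Input: IAP diluted 1/65,000,000 in the well | Also added: CDP-star chemiluminescent phosphatase substrate, 30 µM final | Dosing: 20 µM single dose | Times: Enzyme reaction for 30 min at room temperature | Detection: Luminescence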
S1P3 antag: blocks the human S1P3 receptor; CHO S1P3 NFAT-BLA reporter, FRET fluorescence, antagonist mode; actives 0.27% (n = 170,000); inhibition, % at 4.98 µM; AID 485; Q99500;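 active = inhibition above the plate cutoff, the mean inhibition of test wells on that plate plus 3 SD, cut at about 28% in these data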;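 also: cells challenged with S1P at its EC80 of 0.8 µM; blue over green emission ratio from cleaved BLA substrate after 4 h stimulation; 0% = S1P-stimulated wells and 100% = unstimulated DMSO-only wells; some compounds past the cut are filed as inactive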
An asterisk follows results filed as active; . = not tested or not shown. Not a hit list, and some 11% of all compounds hit somewhere here.

SMILES	L major viab	SRC2 TRFRET art	Redox H2O2 prof	bIAP act	ROMK mod	PPARg SRC-1 ag	PPARg SRC-2 ag	PPARg SRC-3 ag	TLR4 MyD88 comp	bIAP inh	S1P3 antag
S=C(Nc1ccc(Cl)cc1)NC1CC2CCCC(C1)N2C1CCCC1 (stereo not drawn)	77*	1528	1.8	1.5	.	-16	-4	8	-2	-50	.
CC1=NN(C(=O)CCc2ccc3c(c2)OCO3)C(O)(C(F)(F)F)C1 (stereo not drawn)	-5	1499	0.6	1	1.8	0	3	3	5	-4	-6
COc1ccccc1NC(=O)c1cc2ccccc2o1	11	1485	0.7	1	.	-1	-8	-1	15	0	.
O=C(Nc1ccccc1)C1CC(=O)n2ncnc2N1 (stereo not drawn)	-5	1814	-1.0	0.9	.	-1	2	4	6	12	.
CN(C)S(=O)(=O)c1ccc(N2C(=O)CC2(/C=C/c2ccccc2)C(=O)NC2CCCC2)cc1 (stereo not drawn)	13	1492	-0.7	1	1.1	4	-2	-1	2	0	1
Cc1ccc(S(=O)(=O)CC(=O)N2CCOCC2)cc1	-6	1372	-0.1	1	0.41	-6	6	4	-1	1	-12
CC(=O)n1cc(C(C[N+](=O)[O-])SCCN)c2ccccc21 (stereo not drawn)	22	1575	-7.6	0.7	.	7	0	-8	17	25	.
CCN1CCN(CCNC(=O)C2CCN(Cc3nc(-c4ccc(Cl)cc4)oc3C)CC2)CC1	25	1540	-0.9	1.2	.	-3	0	-8	-5	-16	8
Cc1cc(C(=O)N/N=C/c2cccn2C)n[nH]1	-3	1609	0.6	1.1	0.32	-3	2	1	-8	-8	-17
Cc1ccc(C(=O)Nc2nnc(-c3ccncc3)s2)o1	1	1762	-1.4	0.8	0.14	1	1	6	-5	21	10
CCCC1(C(=O)OCC)NC(c2ccco2)C2C(=O)N(C)C(=O)C21 (stereo not drawn)	-4	1538	0.0	1	-0.55	0	2	-4	-3	0	4
Cc1cccc(-n2cc[nH]c2=S)c1C	-6	1670	-0.3	0.3	.	14	6	7	-10	.	-6
COC(=O)c1ccc(CNC(=O)CN(CCC(C)C)S(=O)(=O)c2ccc3c(c2)OCCO3)cc1	56*	1711	-0.1	0.8	0.14	3	17	3	-6	21	3
O=c1oc(-c2ccccc2NS(=O)(=O)c2ccccc2)nc2ccccc12	-3	1507	-0.1	0.9	0.35	5	9	2	-5	8	.
COc1cccc(N2C(=O)C(O)=C(C(C)=O)C2c2ccc(OC)c(OC)c2)c1 (stereo not drawn)	-5	1721	0.6	1.1	-0.17	7	1	12	5	-6	.
COc1cc2c(cc1OC)C(c1cccc(C)c1)CC(=O)N2 (stereo not drawn)	-4	1521	-0.5	1	-0.76	2	15	0	5	-4	1
CC(C)(C)NC(=O)NC(=O)COC(=O)c1cc[n+]([O-])cc1	-8	1764	-0.1	1	-0.026	2	11	7	5	4	-18
O=C(NCCCN1CCOCC1)c1ccccc1NS(=O)(=O)c1ccc(F)cc1	-1	1733	-3.3	1.1	0.24	3	7	3	0	-12	-25
Cc1ccccc1OCCCC(=O)Nc1ccc2c(c1)OCO2	-4	1519	1.4	0.7	-1	5	9	7	-7	27	-3
O=C(N/N=C\c1cccc(Br)c1)c1ccccc1-n1cccc1	8	1551	0.3	0.7	-1.2	0	-1	4	1	26	.
Cc1nnc(Nc2ccccn2)c2ccccc12	70*	1593	-2.2	0.9	.	4	1	5	18	7	.
CCc1c(C)sc(NC(=S)N2CCN(CC)CC2)c1C(=O)OC	23	1671	-0.5	1.1	1.3	5	13	2	-10	-8	7
CCc1cc(CN2CCOCC2)c(NC(=O)c2ccccc2)s1	10	1450	-0.4	1.1	0.5	-5	6	-3	-3	-9	-2
O=C(NC1CCCCC1)n1c(=O)oc2cc(S(=O)(=O)N3CCCCC3)ccc21	3	1656	1.6	1.1	.	-7	7	7	13	-13	9
O=C(Nc1nnc(SCc2ccccc2)s1)c1ccco1	-8	1550	4.0	0.9	.	-3	-1	-6	4	9	.
O=C(CC(NS(=O)(=O)c1ccc(Cl)cc1)c1ccco1)NC1CCCC1 (stereo not drawn)	5	1351	0.0	0.9	.	4	2	0	-5	15	2
COc1cccc(OCCSc2nc(N)cc(N)n2)c1	-1	1468	0.2	0.8	-0.9	-2	-1	-3	-4	18	.
O=C(C1=C[C@H](C2CC2)C[C@H](OCCCCO)O1)N1CCN(Cc2ccccc2)CC1	-1	1466	0.6	1.3	.	1	-5	-7	-21	-26	-10
Cn1c(SCC(=O)Nc2nc(C(C)(C)C)cs2)nnc1C1CC1	0	1492	0.0	1	-0.49	9	6	2	1	5	0
N#Cc1cc2ccccc2nc1SCc1cccnc1	-10	1334	-0.4	0.7	.	0	-1	-1	-1	32	-11
CCC(CO)NCC(O)COCc1ccc2c(c1)OCO2 (stereo not drawn)	-5	1581	-1.0	0.9	-0.42	9	-2	4	-3	9	-12
COc1cc(/C=C2\S/C(=N/S(=O)(=O)c3ccccc3)NC2=O)c([N+](=O)[O-])cc1OC	-20	1380	3.1	1	0.58	-8	2	-4	0	4	.
CCOC(=O)Cc1csc(NC(=O)c2c(-c3ccccc3)noc2C)n1	24	1615	0.2	0.9	0.39	4	9	8	-2	9	-6
O=C(O)c1cc(NC(=O)C2CCCO2)cc(NC(=O)C2CCCO2)c1 (stereo not drawn)	-4	1485	2.3	0.8	.	-5	-1	-7	-7	16	19
O=C(O)CC/C(=N/NC(=O)c1cn(-c2ccccc2)nc1-c1ccccc1)C(=O)O	-3	1503	0.0	0.9	0.56	8	10	3	-4	8	-1
CC(C)CNC(=O)CSc1nnc2ccccn12	-4	1542	-0.2	1	0.32	3	-8	-2	2	4	0
O=S(=O)(NC1CC2CCC1C2)c1ccc2c(c1)OCCO2 (stereo not drawn)	-8	1571	-3.0	0.8	.	-4	3	1	11	18	25
CCCSc1nnc(Cn2c(=O)sc3ccccc32)n1C	-7	1683	0.5	0.9	.	10	1	4	9	13	-8
CS(=O)(=O)N1CCN(C(=O)Cc2ccccc2)CC1	-9	1341	-0.7	1	.	4	4	-2	1	4	-4
O=C1C2CC=CCC2C(=O)N1n1cnnc1 (stereo not drawn)	-7	1594	-0.9	0.9	0.34	7	0	4	-10	7	-24
CCOC(=O)CC1=NN(c2ccccc2)C(=O)/C1=C\c1ccc(OC)cc1OC	-3	1447	-0.3	1	0.24	0	5	9	2	2	-5
O=C(CNS(=O)(=O)c1ccc(Br)s1)N1CCCC1	-3	1469	1.5	0.6	.	-4	9	-7	3	40	-11
Cc1ccc2c(c1)sc1ncc(NC(=O)c3ccccc3)c(=O)n12	4	1477	1.3	.	.	-3	-10	-4	-12	.	-25
Cc1cc(C)c(S(=O)(=O)Nc2ccc3c(c2)CCC3)c(C)c1	91*	1647	-0.9	1.1	-0.014	10	6	2	2	-10	1
Cc1ccc(NC(=O)CCC(=O)OCCCC(F)(F)C(F)(F)F)cc1	10	1334	1.8	0.9	.	-4	-6	-8	10	9	-16
Nn1c(Cc2ccc(Br)cc2)n[nH]c1=S	0	1501	0.1	0.8	2.2	4	-2	-1	0	23	-17
C=CCn1c(CCNC(=O)c2ccccc2F)nnc1SCc1nc2ccccc2c(=O)[nH]1	-4	1628	-5.1	0.9	.	6	11	7	-23	9	.
Cc1ccc2nsnc2c1N(S(C)(=O)=O)S(C)(=O)=O	-1	1457	-0.2	0.9	1	2	0	-3	-8	6	-14
CCCCCOc1ccc(Cn2ccnc2)cc1[N+](=O)[O-]	40	1527	-0.4	0.9	-0.51	2	0	4	5	13	-1
O=C(Nc1cccc(C(F)(F)F)c1)C1CCCN(c2ncccn2)C1 (stereo not drawn)	17	1600	0.3	1	.	17	0	-8	-26	0	9
CC(C)(C)n1ncc2c(=O)n(CC(=O)Nc3ccc4c(c3)OCCO4)cnc21	6	1401	-0.2	1	0.7	-1	-10	-8	6	3	0
CCC(C)NC(=O)c1cn(C)c(=O)c2cc(OC)c(OC)cc12 (stereo not drawn)	1	1613	-0.5	0.9	-0.74	-1	1	-1	-6	8	.
COc1ccc(Nc2nnc(SCC(=O)c3cc(C)n(CC4CCCO4)c3C)s2)cc1 (stereo not drawn)	50*	1553	-1.3	1.2	-0.52	-1	1	-5	15	-21	.
COc1ccc(C(=O)N/N=C/c2ccc(SC)cc2)cc1	-5	1459	0.1	0.9	1.1	6	1	-2	-2	14	-5
Cc1nc2ccccc2c2oc(C(=O)NCCCN3CCCC3=O)cc12	-3	1282	-1.0	1	.	1	0	1	-3	2	6
C/C(=N\NS(=O)(=O)c1ccc(Cl)c([N+](=O)[O-])c1)c1ccc(C)o1	2	1577	0.0	0.9	0.022	-1	5	2	-16	14	.
N#CC1=C(N)Oc2c(ccc3ccccc23)C1c1cccs1 (stereo not drawn)	-1	1500	2.5	0.7	0.51	1	6	4	0	26	.
CCOCCCNC(=O)c1ccc(NC(C)=O)cc1	-6	1575	0.1	1	-0.64	5	4	0	12	-2	.
Cc1cc2ccccc2c(=O)n1CC(=O)Nc1ccc2c(c1)OCCO2	0	1432	2.6	1	.	5	5	-13	-9	3	-44
CCOc1ccc(C(=O)Nc2nnc(NC(=S)Nc3ccccc3)s2)cc1	17	1353	2.8	1.3	0.88	-4	-2	1	-2	-29	-5
(list continues)
SMILES	L major viab	SRC2 TRFRET art	Redox H2O2 prof	bIAP act	ROMK mod	PPARg SRC-1 ag	PPARg SRC-2 ag	PPARg SRC-3 ag	TLR4 MyD88 comp	bIAP inh	S1P3 antag
C#Cc1ccc([C@H]2C=C(C(=O)N3CCOCC3)O[C@@H](OCC)[C@@H]2CCCO)cc1	-11	1442	0.0	0.9	.	0	2	2	-6	8	-17
COc1ccc(-c2cc(C#N)nc(N3CCN(c4ccccc4)CC3)n2)cc1	2	1559	0.9	0.9	.	16	5	5	2	12	.
CN(C(=O)C12CC3CC(CC(C3)C1)C2)C1CCS(=O)(=O)C1 (stereo not drawn)	-4	1479	-0.6	1	-0.13	-8	7	-2	-5	2	10
COc1ccc2cc(CN(CC3COCCO3)S(=O)(=O)c3ccccc3)c(=O)[nH]c2c1 (stereo not drawn)	4	1673	3.3	0.9	1.1	5	-7	0	6	10	-3

Compound profiles, as listed above. Values in the order: L major viab	SRC2 TRFRET art	Redox H2O2 prof	bIAP act	ROMK mod	PPARg SRC-1 ag	PPARg SRC-2 ag	PPARg SRC-3 ag	TLR4 MyD88 comp	bIAP inh	S1P3 antag
Profile of O=C(Nc1nnc(SCc2ccccc2)s1)c1ccco1 = -8	1550	4.0	0.9	.	-3	-1	-6	4	9	.
Profile of COc1cc2c(cc1OC)C(c1cccc(C)c1)CC(=O)N2 (stereo not drawn) = -4	1521	-0.5	1	-0.76	2	15	0	5	-4	1
Profile of CC(C)(C)n1ncc2c(=O)n(CC(=O)Nc3ccc4c(c3)OCCO4)cnc21 = 6	1401	-0.2	1	0.7	-1	-10	-8	6	3	0
Profile of CCCCCOc1ccc(Cn2ccnc2)cc1[N+](=O)[O-] = 40	1527	-0.4	0.9	-0.51	2	0	4	5	13	-1
